# Compound activity from PubChem BioAssay.
# ZTA DNA inh – blocks Epstein-Barr virus ZTA, an EBNA-1 counter-screen | AID 2234 | actives 0.15% (n = 320,000) | inhibition, % at 11 µM | P03206 | ZTA-DNA binding, fluorescence polarization; in the data active = inhibition above about 33%
# EBNA-1 inhibitor – blocks EBNA-1 binding to DNA. EBNA-1 DNA binding, fluorescence polarization. inhibition, % at 14.8 µM. actives 0.34% (n = 300,000); in the data active = inhibition above about 28%
# MEP2 TOR yeast – yeast TOR pathway MEP2-GFP modulation | S. cerevisiae MEP2-GFP strain, flow cytometry GFP, 3 h; 100% = DMSO control level | GFP response vs DMSO, % at 10 µM | actives 0.51% (n = 330,000) | AID 2016;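 active = GFP response versus DMSO above a set limit, roughly screen mean plus 3 SD, cut at about 180% in these data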;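 note: median GFP fluorescence of the barcode-gated MEP2-GFP cells per well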
# RPL19A TOR yeast – alters RPL19A-GFP fluorescence in TOR pathway yeast screen | S. cerevisiae RPL19A-GFP strain, flow cytometry, 3 h; stronger effect = lower value | percent response vs DMSO, % at 10 µM | actives 0.3% (n = 330,000) | AID 2025;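 active = percent response vs DMSO below 50%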;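 note: median channel GFP fluorescence of the barcoded RPL19A-GFP strain; ratio of sample median GFP to plate DMSO average so 100% = DMSO; lower means less RPL19A-GFP as with rapamycin TOR inhibition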
# proCasp3 act – activates human procaspase-3. P42574. recombinant procaspase-3 D3A, Ac-DEVD-pNA absorbance 405 nm. activation, % at 8.5 µM. actives 0.11% (n = 330,000). AID 463141;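 active = activation above the mean of all tested compounds plus 3 SD, cut at about 21% in these data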;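 note: 0% = DMSO alone and 100% = DMSO wells spiked with extra 5 µM PC-3 D3A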
# Target sequence (P42574 whole entry D9A/D28A/D175A): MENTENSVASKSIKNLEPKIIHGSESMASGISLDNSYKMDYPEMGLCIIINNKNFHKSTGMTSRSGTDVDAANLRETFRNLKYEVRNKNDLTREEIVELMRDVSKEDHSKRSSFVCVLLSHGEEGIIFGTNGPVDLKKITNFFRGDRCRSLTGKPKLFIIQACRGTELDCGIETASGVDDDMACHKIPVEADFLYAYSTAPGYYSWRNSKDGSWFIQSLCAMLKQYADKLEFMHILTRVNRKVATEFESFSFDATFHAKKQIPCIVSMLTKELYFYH
#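 Assay system: Autoprocessing-dead procaspase-3 D3A mutant enzyme; also added: Ac-DEVD-pNA; doses: one concentration, 8.5 µM nominal, 0.8% DMSO; times: 1 h compound preincubation, 2 h substrate hydrolysis at 25 °C; technique: 405 nm absorbance of p-nitroaniline, reads at 0 and 120 min; measure: % activation between DMSO and enzyme-spiked controls; repeats: single replicate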
# LAP4-GFP MLPCN – yeast TOR pathway LAP4-GFP modulation; S. cerevisiae LAP4-GFP multiplex, flow cytometry GFP, 3 h; median GFP as percent of DMSO wells; GFP response vs DMSO, % at 10 µM; actives 0.34% (n = 320,000);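 active = GFP response vs DMSO above a set limit, about the screen mean plus 3 SD, cut at about 150% in these data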
# AHR act – activators of human aryl hydrocarbon receptor; P35869; actives 2.5% (n = 320,000); AHR-responsive luciferase reporter cells, luminescence; activation, % at 5 µM; in the data active = activation above about 47%;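 note: 0% = vehicle wells and 100% = reference agonist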
# Target sequence (P35869 whole entry, looked up): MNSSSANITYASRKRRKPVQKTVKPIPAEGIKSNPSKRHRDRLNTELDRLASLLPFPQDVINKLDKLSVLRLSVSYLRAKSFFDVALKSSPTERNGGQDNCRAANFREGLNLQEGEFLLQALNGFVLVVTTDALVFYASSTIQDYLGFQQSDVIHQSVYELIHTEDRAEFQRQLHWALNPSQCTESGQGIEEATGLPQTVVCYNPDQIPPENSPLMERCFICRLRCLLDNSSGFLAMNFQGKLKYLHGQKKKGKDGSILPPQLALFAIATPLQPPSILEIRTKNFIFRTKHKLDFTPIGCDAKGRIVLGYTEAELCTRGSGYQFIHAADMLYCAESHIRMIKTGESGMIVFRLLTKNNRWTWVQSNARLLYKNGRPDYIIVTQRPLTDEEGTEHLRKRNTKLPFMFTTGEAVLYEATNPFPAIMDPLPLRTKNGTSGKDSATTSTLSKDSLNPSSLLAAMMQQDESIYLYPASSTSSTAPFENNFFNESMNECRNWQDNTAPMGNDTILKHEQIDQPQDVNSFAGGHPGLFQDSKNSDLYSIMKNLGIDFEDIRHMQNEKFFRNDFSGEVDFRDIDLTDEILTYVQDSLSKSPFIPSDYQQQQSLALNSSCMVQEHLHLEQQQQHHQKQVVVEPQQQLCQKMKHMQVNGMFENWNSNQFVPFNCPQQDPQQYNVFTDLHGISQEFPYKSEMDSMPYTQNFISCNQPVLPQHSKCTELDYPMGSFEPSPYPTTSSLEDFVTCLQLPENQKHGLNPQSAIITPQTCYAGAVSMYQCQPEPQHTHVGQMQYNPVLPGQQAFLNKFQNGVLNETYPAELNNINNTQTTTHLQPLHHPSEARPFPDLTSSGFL
# procasp7 counter – counter-screen for procaspase-3 activators: activators of human procaspase-7. P55210. recombinant procaspase-7, Ac-DEVD-pNA absorbance 405 nm; D23A/D198A/D206A triple mutant, cannot self-cleave; scale: DMSO 0, 5 µM enzyme 100. activation, % at 8.5 µM. actives 0.093% (n = 330,000);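 active = percent activation above the screen-wide mean plus 3 SD, cut at about 25% in these data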
#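 Material: Procaspase-7 triple mutant (PC-7 D3A) | Quantity: 2 µM procaspase-7 mutant as dispensed | Reagent: DEVD-pNA substrate | Times: 1 h preincubation, 2 h reaction | Technique: 405 nm absorbance of p-nitroaniline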
# * marks the source's active call; other numbers are inactive results; x = no result given.
SMILES,ZTA DNA inh,EBNA-1 inhibitor,MEP2 TOR yeast,RPL19A TOR yeast,proCasp3 act,LAP4-GFP MLPCN,AHR act,procasp7 counter
Nc1ccc(N2CCN(c3cccc(Cl)c3)CC2)cc1,-3,-1,107,105,-10,110,-2,-4
COc1cc(NC(=O)Cn2cnc(S(=O)(=O)N3CCC(C)CC3)c2)cc(OC)c1OC,13,1,105,103,2,91,-1,12
COC(=O)CN1C(=O)C2(OCCCO2)c2ccccc21,6,-3,105,98,-10,102,-2,9
CC(CCCN(C)C)C(Cc1ccccc1)c1ccccc1 (stereo not given),-4,5,102,96,-1,105,-3,11
CC1Cc2ccccc2N1C(=O)c1ccc(F)c(S(=O)(=O)N2CCOCC2)c1 (stereo not given),x,x,107,106,9,91,10,11
CC(C(=O)NCc1ccc2c(c1)OCO2)c1ccc([N+](=O)[O-])cc1 (stereo not given),8,3,101,100,-3,89,2,4
CC(C)(C)[C@@H]1COC(=O)[C@H](Cc2ccc(F)cc2)C/C=C\C[C@H](CC(=O)N(CCO)Cc2ccccc2)C(=O)N1,x,x,99,96,3,98,-1,-7
CCn1cc(/C=C(\NC(=O)c2ccc(OC)c(OC)c2)C(=O)N2CCN(C)CC2)c2ccccc21,-18,-4,98,100,0,95,5,6
CC(O)CN=c1cc(-c2ccccc2)oc2ccc(Cl)cc12 (stereo not given),5,0,114,103,-10,106,7,-26
CCOC(=O)c1ccc(CNCc2ccccc2)cc1,11,3,95,107,-6,80,-1,-4
Cc1ccc(/C=C/c2nc3ccccc3s2)s1,18,-4,101,107,-10,105,12,-6
COc1ccc(NC(=O)C(NC(=O)c2ccc(=O)[nH]c2)c2ccccc2)cc1 (stereo not given),-6,-2,112,113,8,113,0,-7
Cc1cc(C=O)c(C)n1-c1ccc(Cl)c(C(=O)O)c1,1,-14,93,97,1,87,0,3
COc1ccc(Cl)cc1NC(=O)C1CCN(C(=O)C2CC(=O)N(c3ccc(C)cc3)C2)CC1 (stereo not given),10,-12,83,97,0,99,0,-1
CCN(CC)c1ccc(C(=O)N/N=C(\C)c2ccc(O)cc2)cc1,9,5,102,102,-6,97,13,-40
COc1ccc(N2C(=O)CC(N3CCC(O)(c4cccc(C(F)(F)F)c4)CC3)C2=O)cc1 (stereo not given),3,-4,104,97,-35,106,2,-35
Cn1nccc1C(=O)Nc1cccc(S(=O)(=O)N2CCOCC2)c1,-9,-7,103,99,-2,86,-6,-2
Cc1ccn2c(C(=O)CSc3ccccc3)c(C)nc2c1,0,-5,93,94,-1,110,-1,13
CCC(C)c1ccc(NC(=S)NN2CCOCC2)cc1 (stereo not given),7,0,92,94,-7,90,2,5
CCOc1cc(/C=C2/C(=O)ON=C2C)ccc1O,15,4,97,101,6,101,-1,7
COc1ccc(NC(=O)NNC(=O)C(C)Oc2ccc(C(C)C)cc2)c(OC)c1 (stereo not given),0,1,97,105,-8,98,-1,4
CCOC(=O)C1CCN(C(=O)CC(C)S(=O)(=O)c2ccc3c(c2)NC(=O)CO3)CC1 (stereo not given),-1,7,107,107,3,106,0,-4
CC1(C)ON(C2CCCCC2)[C@H]2c3nc4ccccc4n3C[C@H]21,11,10,92,91,2,125,0,5
c1ccc(CCCNc2ncnc3nc[nH]c23)cc1,5,-2,101,105,9,99,14,7
COC(=O)C(N)Cc1ccc(Cl)cc1 (stereo not given),-9,-4,89,96,1,125,2,-8

# Complete entries, quoted from the list. Screens in order: ZTA DNA inh | EBNA-1 inhibitor | MEP2 TOR yeast | RPL19A TOR yeast | proCasp3 act | LAP4-GFP MLPCN | AHR act | procasp7 counter
# CC(CCCN(C)C)C(Cc1ccccc1)c1ccccc1 (stereo not given) reads -4 | 5 | 102 | 96 | -1 | 105 | -3 | 11
# CC(C(=O)NCc1ccc2c(c1)OCO2)c1ccc([N+](=O)[O-])cc1 (stereo not given) reads 8 | 3 | 101 | 100 | -3 | 89 | 2 | 4
# Cc1ccc(/C=C/c2nc3ccccc3s2)s1 reads 18 | -4 | 101 | 107 | -10 | 105 | 12 | -6
# CC(O)CN=c1cc(-c2ccccc2)oc2ccc(Cl)cc12 (stereo not given) reads 5 | 0 | 114 | 103 | -10 | 106 | 7 | -26
# CCOC(=O)c1ccc(CNCc2ccccc2)cc1 reads 11 | 3 | 95 | 107 | -6 | 80 | -1 | -4

# The listing picks up; the 2 compounds before the break are reprinted first.
SMILES,ZTA DNA inh,EBNA-1 inhibitor,MEP2 TOR yeast,RPL19A TOR yeast,proCasp3 act,LAP4-GFP MLPCN,AHR act,procasp7 counter
c1ccc(CCCNc2ncnc3nc[nH]c23)cc1,5,-2,101,105,9,99,14,7
COC(=O)C(N)Cc1ccc(Cl)cc1 (stereo not given),-9,-4,89,96,1,125,2,-8
CCOC(=O)c1cc(-c2ccc(N)cc2)sc1N,-3,-9,101,92,-17,106,-4,-29
COc1ccc(N(C)C(=O)CCC(=O)Nc2ccc3nc(N4CCOCC4)cc(C)c3c2)c(OC)c1,6,11,106,101,-3,98,2,2
O=S1(=O)c2ccccc2N=NN1Cc1cc(Cl)cc(Cl)c1,8,-2,102,99,-4,101,7,-5
Cn1nc(C(C)(C)C)c([N+](=O)[O-])c1C(=O)NC(C)(C)C,7,5,97,101,2,96,2,1
CC(=O)NC(Cc1cccc(C)c1)C(=O)NC1CCN(S(=O)(=O)c2ccccc2)CC1 (stereo not given),4,-10,105,104,7,98,-1,3
Cc1ccc(NNC(=O)C(O)(c2cccc(C(F)(F)F)c2)c2cccc(C(F)(F)F)c2)cc1,1,0,113,112,-3,96,3,-8
C#CCOCCOCCOCCNc1nc(N2CCN(C(=O)[C@H](CCC(=O)O)n3cc(C(N)[C@H](C)CC)nn3)CC2)nc(N2CCN(C(=O)[C@H](CCC(=O)O)n3cc(C(N)[C@H](C)CC)nn3)CC2)n1 (stereo not given in full),-3,-2,102,96,6,101,-3,6
O=c1cc(CNc2cc(Cl)ccc2Cl)nc2sccn12,9,5,108,101,-4,97,22,-3
O=C(CSc1nnnn1-c1ccccc1)N1CCc2ccccc21,5,0,110,103,0,107,1,5
O=C(CSc1cccc(C(F)(F)F)c1)NC(=O)c1ccccc1,-9,7,107,96,-4,105,1,4
CCCCCN(CCCCC)C(=O)C(CCC(=O)O)NC(=O)c1ccc(Cl)c(Cl)c1 (stereo not given),-11,5,95,101,6,100,0,-1
CCOC(=O)Cc1nnc(NC(=O)CCc2ccccc2)s1,4,-10,105,98,1,96,0,8
CCc1ccc(NC(=O)CC2C(=O)N(c3ccc(C)cc3)C(=O)N2C2CC2)cc1 (stereo not given),-3,-9,95,95,3,95,2,1
O=C(COc1ccccc1Br)NCCC1=CCCCC1,-2,x,104,101,7,105,2,16
O=C(NC1=NCCS1)c1sc2cc(Cl)cc(Cl)c2c1Cl,8,-3,110,97,-1,111,7,7
CC(C)CN1CCC(=O)N(CCOc2ccccc2)CC1,-8,-7,89,95,4,102,9,-7
CC(C)(C)[C@H]1C=C(C(=O)NCc2ccccc2)O[C@@H](OCCCCO)C1,6,-1,94,99,-7,121,-1,7
O=S(=O)(Nc1ccncc1Cl)c1ccc2ccccc2c1,2,-3,110,106,1,112,5,-13
CCC(CC)C(=O)Nc1cccc(C(=O)Nc2nnc(C)s2)c1,-6,1,98,96,3,120,3,5
Nc1nc2n(n1)C(c1ccc(F)cc1)CC(c1ccc(F)cc1)N2 (stereo not given),-17,-14,110,107,-2,108,0,-3
CCc1cc2c(NCCC(=O)O)ncnc2s1,-7,6,98,101,2,99,0,2
CCc1ccccc1NC(=O)CNC(=O)c1ccccc1OCc1c(C)noc1C,5,-1,89,99,-2,89,2,5
O=C(N/N=C/c1ccc([N+](=O)[O-])cc1)c1ccc(NS(=O)(=O)c2cccs2)cc1,-1,x,102,103,-1,103,12,-11
O=C1O[C@@H](c2ccc(O)cc2)Cc2cccc(O)c21,4,x,97,104,4,115,0,1
COc1ccc(NC(=O)CSc2nncs2)cc1S(N)(=O)=O,4,-4,104,100,8,104,0,10

# (continued)
SMILES,ZTA DNA inh,EBNA-1 inhibitor,MEP2 TOR yeast,RPL19A TOR yeast,proCasp3 act,LAP4-GFP MLPCN,AHR act,procasp7 counter
COc1cc(SC)ccc1C(=O)OC(C)C(=O)Nc1ccc(NC(C)=O)cc1 (stereo not given),1,0,103,93,-4,113,1,-8
O=S(=O)(NCC1CCCO1)c1cc(Br)c(Br)s1 (stereo not given),-7,9,109,99,-7,101,2,5
O=C(Nc1ccc(C(=O)O)cc1)Nc1cccc([N+](=O)[O-])c1,-3,3,103,99,4,94,0,-1
CCOC(=O)CSC1=C(C#N)C(=O)NC(c2ccc(OC)cc2)S1 (stereo not given),12,-10,110,101,-2,101,1,-18
COC(=O)[C@@]12CCCN1[C@H](c1ccc(-c3ccc4c(c3)OCO4)c(OC)c1)[C@H]1C(=O)N(C)C(=O)[C@H]12,-3,-20,x,x,-2,x,10,-13
COc1ccc(Cl)cc1S(=O)(=O)Oc1ccc(NC(C)=O)cc1,8,5,111,101,0,102,5,2
CCN1CCC2(CCN(C(=O)c3cc(COc4cc(C)ccc4C)on3)C2)C1 (stereo not given),19,-6,137,112,2,104,1,0
COCCNC(=O)C(=O)N/N=C/c1cccs1,-6,-10,90,97,-1,112,8,8
O=[N+]([O-])c1ccc(CSc2nc3ncc(Br)cc3[nH]2)cc1,-1,-3,125,92,0,132,9,-7
CCOc1ccc(NS(=O)(=O)c2cc(NC(=O)CCC(=O)c3cccs3)ccc2Cl)cc1,3,-4,103,99,0,101,1,11
O=C(C[n+]1cccc2ccccc21)c1ccc(Br)cc1,0,9,97,103,1,93,65*,6
O=c1c2cccnc2[nH]c(=S)n1CCC1=CCCCC1,5,-3,105,101,6,102,13,6
Cc1cccc(-c2noc(CNC(=O)c3ccc4c(c3)OCO4)n2)c1,-5,-10,106,103,-3,111,29,8
COc1cc(=O)n2c(-c3ccccc3)csc2n1,-1,-2,98,95,7,106,7,-2
O=C(c1ccc(Cn2c(=O)[nH]c3ccsc3c2=O)cc1)N1CCN(c2ccccc2)CC1,-3,0,99,96,4,96,0,10
COc1ccc(-n2c(CNC(=O)COc3ccccc3)n[nH]c2=S)cc1,5,-2,100,98,5,101,-2,-4
CC1(C)Cc2c(sc(NC(=O)Nc3ccccc3)c2C(N)=O)CO1,-2,6,111,97,-2,85,33,14
COc1ccccc1NC(=O)c1c(N=Cc2ccccc2O)cnn1C,-12,4,104,103,0,104,5,-2
Cc1ccc(-n2nc(C)c(C3(O)C(=O)N(C)c4ccccc43)c2N)cc1 (stereo not given),7,9,101,103,5,92,19,8
O=C(Nc1nc2c(F)cc(F)cc2s1)C1COc2ccccc2O1 (stereo not given),1,-12,102,96,7,117,17,-8
CC1(C)Cc2c(c(N3CCOCC3)nc3sc(C(=O)Nc4cccc(Cl)c4)c(N)c23)CO1,-14,11,89,91,-13,89,-1,-10
O=C(O)c1ccc(NC(=O)c2cccc(C(=O)Nc3ccc(C(=O)O)cc3)n2)cc1,4,-1,110,107,3,92,-1,-4
O=C(CSc1ccc(Cl)cc1)Nc1nnc(-c2ccco2)o1,-8,0,97,90,8,98,-4,7
Cc1ccc(OCCNC(=O)/C=C/c2ccco2)cc1C,5,5,101,97,0,111,-1,-10
COCCn1c(-c2ccc(Cl)cc2)nc2oc3cc(OC)ccc3c(=O)c2c1=O,11,4,103,104,10,x,2,3
COc1ccc(OCc2nc3c4cc(OC)c(OC)cc4nc(=S)n3[nH]2)cc1,11,-1,101,104,10,91,1,-6
CCOC(=O)c1ccc(-n2c(CC)nc3ccccc3c2=O)cc1,4,3,95,96,6,105,0,8
COc1nc(Oc2ccc(=O)[nH]n2)nc(N2CCOCC2)n1,3,0,100,102,5,107,2,-4
